UBC13 inh: human UBC13 polyubiquitination inhibition. hit rate 0.47% among 330,000. UBC13 polyubiquitin chain formation, TR-FRET. AID 485273. inhibition, % at 20 µM; in the data active means inhibition above about 45%, passing the limit was not always enough
Gli-Sufu antag: blocks Gli-Sufu signaling in a luciferase reporter. Sufu-KO-LIGHT fibroblasts, Gli luciferase reporter luminescence. inhibition, % at 5 µM. hit rate 0.74% among 340,000. AID 588413;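 active means inhibition above about 55%, limit read from the data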;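 further: 0% = DMSO-treated cells and 100% = wells with medium but no cells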
Apaf1 inhib: inhibitors of human Apaf-1 apoptosome | O14727 | reconstituted apoptosome caspase-3 activity, DEVD-Rh110 fluorescence | inhibition, % at 20 µM | hit rate 0.71% among 330,000 | AID 489030; active means inhibition of at least 40% at 20 µM;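 further: plate controls were DMSO wells for no effect and DEVD-CHO caspase inhibitor wells for full effect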
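System: reconstituted apoptosome with Apaf-1, cytochrome c, caspase-9, procaspase-3, dATP; Signal: Rh110 fluorescence intensity; Schedule: 30 min compound preincubation, 50 min activation, room temperature; Reagent: cytochrome c trigger plus (Z-DEVD)2-Rh110 caspase-3 substrate.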
CCR6 antag: antagonists of human CCR6 receptor. P51684. CHO-K1 CCR6 PathHunter beta-arrestin, luminescence, CCL20-stimulated. inhibition, % at 20 µM. hit rate 0.49% among 340,000;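 active means compounds whose inhibition of the agonist-driven luminescence signal at 20 µM reaches about 50%, limit read from the data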;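 further: cells stimulated with CCL20 at 14 nM final; plate controls were DMSO with CCL20 for no effect and DMSO without agonist for full effect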
Target sequence (P51684 whole entry, looked up): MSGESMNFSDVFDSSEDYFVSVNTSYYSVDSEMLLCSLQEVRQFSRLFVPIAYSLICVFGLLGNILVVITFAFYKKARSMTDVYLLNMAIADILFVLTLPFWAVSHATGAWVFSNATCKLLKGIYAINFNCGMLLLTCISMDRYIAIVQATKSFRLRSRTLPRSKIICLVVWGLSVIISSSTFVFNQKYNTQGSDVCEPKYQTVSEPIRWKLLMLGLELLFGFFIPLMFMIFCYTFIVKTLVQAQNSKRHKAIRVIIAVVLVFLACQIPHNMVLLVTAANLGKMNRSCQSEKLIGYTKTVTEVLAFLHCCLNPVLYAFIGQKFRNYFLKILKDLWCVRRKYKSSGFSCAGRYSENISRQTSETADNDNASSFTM
EBI2 antag: EBI2 (human) antagonism. P32249. EBI2 beta-arrestin recruitment, luminescence, 7a,25-OHC stimulated. inhibition, % at 5 µM. hit rate 0.81% among 360,000; in the data active means inhibition above about 38%;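 further: enzyme fragment complementation signal reports receptor beta-arrestin coupling in cells; 0% = agonist plus DMSO wells and 100% = wells without agonist; some results beyond the cut were filed as inactive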
Target sequence (P32249 whole entry, looked up, the tested form may be a part): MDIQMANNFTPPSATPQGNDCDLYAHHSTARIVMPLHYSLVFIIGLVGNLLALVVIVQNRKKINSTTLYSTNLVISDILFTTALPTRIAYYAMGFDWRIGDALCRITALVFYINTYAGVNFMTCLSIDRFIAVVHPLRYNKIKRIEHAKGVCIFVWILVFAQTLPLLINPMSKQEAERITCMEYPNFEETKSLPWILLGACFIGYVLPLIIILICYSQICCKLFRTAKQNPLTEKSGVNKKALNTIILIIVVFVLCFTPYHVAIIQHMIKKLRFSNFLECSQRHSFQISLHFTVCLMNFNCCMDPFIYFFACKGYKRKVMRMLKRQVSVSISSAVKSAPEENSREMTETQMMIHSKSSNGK
SENP8 inh: inhibitors of human SENP8 protease | Q96LD8 | purified SENP8, Z-RLRGG-aminoluciferin cleavage, luminescence | inhibition, % at 10 µM | hit rate 1.2% among 330,000
Target sequence (Q96LD8 whole entry, looked up): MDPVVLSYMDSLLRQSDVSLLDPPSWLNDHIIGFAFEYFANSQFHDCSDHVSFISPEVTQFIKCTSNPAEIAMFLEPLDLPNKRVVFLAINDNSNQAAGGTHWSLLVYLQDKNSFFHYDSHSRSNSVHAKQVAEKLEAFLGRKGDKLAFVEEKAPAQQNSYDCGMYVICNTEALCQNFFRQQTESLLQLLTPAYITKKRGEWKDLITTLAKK
Jurkat NFkB inh: inhibitors of the PMA/ionomycin-induced NF-kB reporter in Jurkat cells | AID 435003 | PMA/ionomycin-induced NF-kB luciferase reporter, luminescence | hit rate 0.53% among 330,000 | inhibition, % at 4 µM
697 NFkB inh: inhibitors of the PMA/ionomycin-induced NF-kB reporter in 697 B cells | 697 B-cell NF-kB luciferase reporter, 16 h | inhibition, % at 4 µM | hit rate 0.33% among 330,000 | AID 435022; in the data active means inhibition above about 35%
* hit, by the source's call; x = no result given. Unless noted, no stated cut-off is given here; in the data, active means inhibition above about 50%; inactive means the rest. An excerpt; count on the stated rates, not on these rows.

Compound | UBC13 inh | Gli-Sufu antag | Apaf1 inhib | CCR6 antag | EBI2 antag | SENP8 inh | Jurkat NFkB inh | 697 NFkB inh
Cc1ccc(NC(=O)[C@@H](NC(=O)N2C[C@H]3C[C@@H](C2)c2cccc(=O)n2C3)C(C)C)cc1 | -10 | 1 | -3 | 12 | -5 | 1 | 22 | 14
C/C1=C\[C@@H](C)C/C=C/[C@H]2[C@@H]3O[C@]3(C)[C@@H](C)[C@H]3[C@H](Cc4c[nH]c5ccccc45)NC(=O)[C@]32C(=O)/C=C/C(=O)[C@@H]1O | -21 | 29 | 4 | 43 | -44 | -15 | 12 | 8
c1ccc2c3c([nH]c2c1)CNCC3 | 0 | 14 | 22 | 2 | 0 | -13 | -6 | -5
O=C(c1ccc(-c2ccccc2)c(F)c1)C1CCCN(CCO)C1 (stereo not drawn) | 13 | 22 | 0 | -4 | -6 | 3 | -12 | -12
Cc1nc2c(C(=O)N3CCC4(CC3)OCCO4)cnn2c(C)c1Cc1cccc(Cl)c1 | 0 | 15 | 1 | 6 | 1 | -9 | -4 | 10
C=C1C(O)[C@@H]2O[C@]3(CC[C@H](/C=C/C(C)[C@@H]4CC(C)=CC5(O[C@H](C[C@@](C)(O)C(=O)O)CCC5O)O4)O3)CC[C@H]2O[C@@H]1C(O)CC(C)[C@H]1OC2(CCCCO2)CCC1C (stereo partly drawn) | 13 | 93* | 1 | 16 | x | 4 | 101* | 100*
CC(C)OC1CCCC(O)C1CC(=O)O (stereo not drawn) | 0 | 3 | 0 | -7 | -14 | -5 | -9 | -8
C[C@]12CC[C@H](O)CC1=CC(=O)C1C2CC[C@]2(C)C(=O)CCC12 (stereo partly drawn) | 7 | 2 | -4 | 13 | -10 | 5 | 14 | 12
c1ccc(CN2CCc3nc4ccccc4cc3C2)cc1 | 7 | 24 | 0 | 8 | -3 | 5 | -53 | -36
COC(=O)C1=C(c2ccc(S(C)(=O)=O)cc2)C[C@@H]2CC[C@H]1N2C(=O)N1CCCC1 | -8 | -2 | -1 | 7 | -3 | -16 | 1 | 23
CCNc1cc(N2CCNCC2)ccc1[N+](=O)[O-] | -75 | x | 7 | x | x | -2 | 1 | 0
CCOc1ccccc1N1C(=O)NC(=O)C(CCc2ccncc2)(CCc2ccncc2)C1=O | -3 | -13 | 0 | -6 | 4 | -5 | 5 | -14
CC(=O)N(C)CC#CCN1CCCC(CO)C1 (stereo not drawn) | -3 | 3 | -2 | 0 | -3 | -4 | 8 | 10
COc1ccc(OC)c(-n2c(O)c(C=Nc3c(C)n(C)n(-c4ccccc4)c3=O)c(=O)[nH]c2=O)c1 | -9 | -3 | -18 | 9 | 0 | 0 | -1 | -6
CCOC(=O)C(O)(c1ccc(NC(=S)NC(=O)c2ccc(Cl)cc2Cl)c(C)c1)C(F)(F)F (stereo not drawn) | 10 | 20 | 5 | 24 | 20 | -4 | 11 | -31
C=CCn1c(O)c(C=NCCN2CCOCC2)c(=O)[nH]c1=S | -20 | -4 | -18 | 3 | 7 | -2 | -21 | -7
Cn1c(O)c(/C=N/c2ncccn2)c(=O)n(C)c1=O | -13 | -19 | -8 | -16 | -13 | -8 | -10 | -1
NP(=O)(OCCCCc1ccccc1)Oc1ccccc1Cl (stereo not drawn) | 5 | 0 | 9 | 2 | -3 | -2 | 2 | 3
Cc1c(N)c(C)c([N+](=O)[O-])c(C)c1[N+](=O)[O-] | 19 | -4 | -3 | -21 | -3 | 2 | 8 | 4
O=C(N/N=C/c1c(O)n(C2CCCCC2)c(=S)[nH]c1=O)c1ccccc1O | -36 | -2 | 12 | 4 | 9 | -1 | -5 | 12

Quoted from the listing:
Cn1c(O)c(/C=N/c2ncccn2)c(=O)n(C)c1=O in 697 NFkB inh → -1
C=CCn1c(O)c(C=NCCN2CCOCC2)c(=O)[nH]c1=S in EBI2 antag → 7

The listing continues:
Compound | UBC13 inh | Gli-Sufu antag | Apaf1 inhib | CCR6 antag | EBI2 antag | SENP8 inh | Jurkat NFkB inh | 697 NFkB inh
O=Cc1cn(Cc2ccccc2[N+](=O)[O-])c2ccccc12 | 0 | 3 | -1 | 10 | -5 | 0 | 10 | -15
CC(C)(C)NS(=O)(=O)c1ccc(OCC(=O)N2CCN(Cc3ccccc3)CC2)cc1 | -10 | 9 | -10 | -7 | 0 | 2 | -9 | -3
Cc1cc([N+](=O)[O-])c2ccccc2[n+]1[O-] | -8 | 17 | -6 | 6 | -19 | 5 | 25 | 13
O=P(O)(O)Cc1c(Cl)cccc1Cl | -15 | -4 | -6 | 13 | -2 | -11 | -22 | 3
CCCCCCn1c(=O)c(C(=O)Nc2nnc(C)s2)c(O)c2ccccc21 | -2 | x | -2 | x | x | -9 | -15 | 1
O=C1NC(=O)N(Cc2ccccc2Cl)C(=O)/C1=C/c1cccs1 | 0 | -8 | -11 | 43 | -33 | 9 | -1 | 14
O=C(c1ccc2c(c1)OCO2)C1CCCN(CC2CCCCC2)C1 (stereo not drawn) | 9 | 29 | -3 | -1 | 4 | -4 | -1 | 15
CCOC(=O)c1ccccc1NC(=O)c1c(O)[nH]c(=S)[nH]c1=O | 2 | 2 | 2 | -1 | -5 | -2 | -3 | 4
CN(C)C(=O)CSc1nnc([C@@H](N)Cc2ccccc2)o1 | -2 | 8 | 0 | -1 | 12 | 1 | 4 | -1
CC(C)(C)C(=O)OCC12CCC(O1)C1(C)C(=O)OCC21 (stereo not drawn) | -4 | -4 | 10 | -13 | -12 | 0 | 3 | 18
CN1C(=O)/C(=C/c2cccn2-c2ccc3ccccc3c2)C(=O)NC1=S | -28 | 0 | 5 | 18 | 25 | 12 | 0 | -22
CP(=O)(Nc1ccc(Cl)cc1)c1nc2c(s1)CCCC2 (stereo not drawn) | 0 | -4 | 9 | -3 | -2 | -12 | 5 | -11
CC1(C)OC1COc1c2occc2cc2ccc(=O)oc12 (stereo not drawn) | -10 | 7 | 2 | -1 | -3 | -1 | -1 | -5
O=C(O)c1ccc(-n2c(O)c(/C=C3\C=Nc4ccccc43)c(=O)[nH]c2=O)cc1 | -20 | 8 | -2 | 12 | -7 | -4 | 3 | 15
O=C(O)c1cc(Oc2ccc(C(F)(F)F)cc2Cl)ccc1[N+](=O)[O-] | -6 | 4 | -7 | 9 | -1 | 3 | 5 | 26
COc1cc(/C=N/NC(=O)CN2CC(c3ccccc3)CC2=O)ccc1OC(=O)N(C)C (stereo not drawn) | 7 | 3 | 3 | -4 | -21 | -3 | -7 | -8
O=C(Nc1ccc(F)cc1)OC1CN2CCC1CC2 (stereo not drawn) | -6 | -4 | 6 | -10 | 5 | -1 | 0 | -4
CC(C)OP(=O)(OC(C)C)C(O)c1ccccc1F (stereo not drawn) | -14 | -8 | -22 | 1 | -10 | -1 | 26 | -76
CC1CCCN(C(=O)c2ccc(N3CC4CC(C3)c3cccc(=O)n3C4)c([N+](=O)[O-])c2)C1 (stereo not drawn) | -16 | 6 | -6 | -28 | 0 | -2 | -25 | -14
Cc1ccc(/C=C2/C(=O)NC(=O)N(CCc3ccc(F)cc3)C2=O)s1 | -13 | 1 | -13 | -10 | 35 | -8 | -14 | -39

New compounds follow:
The line under a structure holds: UBC13 inh | Gli-Sufu antag | Apaf1 inhib | CCR6 antag | EBI2 antag | SENP8 inh | Jurkat NFkB inh | 697 NFkB inh
CNCC(O)c1cc(OCc2ccccc2)c(OCc2ccccc2)cc1F (stereo not drawn)
→ 53* | 23 | 8 | 12 | -13 | -9 | 10 | 14
CC(=C1C(=O)c2ccccc2C1=O)N1CCN(CCN=Cc2c(O)n(C)c(=O)n(C)c2=O)CC1
→ -16 | -5 | 1 | -4 | -2 | 4 | 2 | 19
C/C(=N\N1CCCCCC1)c1c(O)n(-c2ccc(Cl)cc2)c(=O)[nH]c1=O
→ -1 | 7 | 10 | 6 | -8 | 5 | 6 | -14
Cc1ccc(-n2c(O)c(C=NCc3cccnc3)c(=O)[nH]c2=O)cc1C
→ 9 | -4 | 1 | 1 | -4 | 1 | 17 | 6
CN1CCC2(CC1)N=C(c1ccc(F)cc1)C(=S)N2
→ 9 | 3 | 3 | 11 | -9 | -8 | 1 | 4
O=C1C2CCN(CC2)[C@@H]1Cc1ccc2ccccc2c1O
→ 2 | 22 | -11 | 11 | -3 | 11 | 2 | -13
O=S(=O)(NC1CN2CCC1CC2)c1ccc(Cl)cc1 (stereo not drawn)
→ 7 | 1 | -3 | 11 | 2 | 7 | 13 | 17
Cc1nc2cc(-c3cccc(F)c3)nn2c(C)c1CCC(=O)N1CCC2(CC1)OCCO2
→ 15 | 16 | -6 | 4 | 15 | -2 | 18 | 36*
C[C@]12CCC3C(CCC4=CC(O)CC[C@@]43/C=N/O)C1(O)CCC2C1=CC(=O)OC1 (stereo partly drawn)
→ 0 | -2 | 6 | -3 | -1 | -2 | 95* | -27
COc1ccc(/C=C/C(=O)c2c(O)n(CCC3=CCCCC3)c(=O)[nH]c2=O)cc1OC
→ -16 | 11 | 0 | 13 | 6 | -10 | -10 | 4
c1ccc(-c2nc(N3CCOCC3)s[n+]2-c2ccccc2)cc1
→ 1 | -20 | 2 | -16 | -4 | 6 | -21 | -34
OC(CNC1CCCCC1)c1ccccc1 (stereo not drawn)
→ 2 | -3 | -1 | -10 | 1 | -6 | 3 | 14
COCc1cc(OC(=O)N(C)C)nc2c1c(C)nn2C
→ 9 | 4 | -21 | 8 | -12 | 1 | -8 | -9
COc1cccc(C2(O)CCN(CC(=O)Nc3nc(C)cs3)CC2)c1
→ -2 | 8 | -9 | 16 | 9 | -2 | -8 | -17
Cc1cc(/C=C2\C(=O)NC(=O)N(c3ccc(F)cc3)C2=O)c(C)n1-c1cccc(C(=O)O)c1
→ -12 | -4 | 23 | -14 | 2 | 2 | 15 | 12
O=C(CCC(=O)N1CC2C[C@@H](C1)Cn1c2cccc1=O)NCCc1ccccc1
→ 7 | 1 | -8 | 4 | 1 | -6 | 8 | 16
c1ccc2sc(N3CCNCC3)nc2c1
→ -6 | -5 | -11 | 2 | 2 | -13 | -17 | -13

In the list so far, these have fluorine.
The line under a structure holds: UBC13 inh | Gli-Sufu antag | Apaf1 inhib | CCR6 antag | EBI2 antag | SENP8 inh | Jurkat NFkB inh | 697 NFkB inh
O=C(c1ccc(-c2ccccc2)c(F)c1)C1CCCN(CCO)C1 (stereo not drawn)
→ 13 | 22 | 0 | -4 | -6 | 3 | -12 | -12
CCOC(=O)C(O)(c1ccc(NC(=S)NC(=O)c2ccc(Cl)cc2Cl)c(C)c1)C(F)(F)F (stereo not drawn)
→ 10 | 20 | 5 | 24 | 20 | -4 | 11 | -31
O=C(O)c1cc(Oc2ccc(C(F)(F)F)cc2Cl)ccc1[N+](=O)[O-]
→ -6 | 4 | -7 | 9 | -1 | 3 | 5 | 26
O=C(Nc1ccc(F)cc1)OC1CN2CCC1CC2 (stereo not drawn)
→ -6 | -4 | 6 | -10 | 5 | -1 | 0 | -4
CC(C)OP(=O)(OC(C)C)C(O)c1ccccc1F (stereo not drawn)
→ -14 | -8 | -22 | 1 | -10 | -1 | 26 | -76
Cc1ccc(/C=C2/C(=O)NC(=O)N(CCc3ccc(F)cc3)C2=O)s1
→ -13 | 1 | -13 | -10 | 35 | -8 | -14 | -39
CNCC(O)c1cc(OCc2ccccc2)c(OCc2ccccc2)cc1F (stereo not drawn)
→ 53* | 23 | 8 | 12 | -13 | -9 | 10 | 14
CN1CCC2(CC1)N=C(c1ccc(F)cc1)C(=S)N2
→ 9 | 3 | 3 | 11 | -9 | -8 | 1 | 4
Cc1nc2cc(-c3cccc(F)c3)nn2c(C)c1CCC(=O)N1CCC2(CC1)OCCO2
→ 15 | 16 | -6 | 4 | 15 | -2 | 18 | 36*
Cc1cc(/C=C2\C(=O)NC(=O)N(c3ccc(F)cc3)C2=O)c(C)n1-c1cccc(C(=O)O)c1
→ -12 | -4 | 23 | -14 | 2 | 2 | 15 | 12

Compound activity: PubChem BioAssay, Sanford-Burnham Center for Chemical Genomics
